# Compound activity (PubChem)
# TAG inh: inhibitors of triacylglycerol accumulation; H9c2 cells, Nile Red lipid (TAG) fluorescence; cells loaded with 200 µM oleic acid; inhibition, % at 12.5 µM; actives 0.66% (n = 230,000);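 active means pattern-corrected inhibition of lipid staining of at least 50% with the nuclear-stain viability signal not falling by more than 50%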;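 further: 0% = DMSO wells and 100% = triacsin C control wells; some results filed as inactive read as strong as hits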
# TAG inh DAPI viability: second read-out of TAG inh, no call of its own (marks repeat the call); DAPI nuclei signal change (viability), lower = more cytotoxic, %;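 whole-well DAPI fluorescence read on a plate reader as a viability signal; minus 50 percent equals half of cells still viable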
# * = called active by the depositor. Some of the compounds tested; rates above refer to the full screens.
compound,TAG inh,TAG inh DAPI viability
CCS(=O)(=O)N1CCN(c2ccc([N+](=O)[O-])c(N3CCOCC3)c2)CC1,-7,1
Cc1cccc(C(=O)Nc2ccccc2SCC2CSc3nc4ccccc4c(=O)n32)c1 (stereo unspecified),-3,-5
O=C(Nc1cccnc1Cl)c1cc([N+](=O)[O-])ccc1Cl,-1,-1
COc1ccc(NC(=O)C2CCC(C)(C(=O)O)C2(C)C)cc1 (stereo unspecified),16,-11
COC(=O)NC(NS(=O)(=O)c1ccccc1)(C(=O)OC)C(F)(F)F (stereo unspecified),-4,2
Cc1ccccc1C(=O)N1CCC(C(=O)Nc2ccc3c(c2)OCCO3)CC1,25,-14
CCCCCN(C(=O)CCC(=O)OCc1cccc(Br)c1)c1c(N)n(CCCC)c(=O)[nH]c1=O,-8,-9
C1N2CN3CN1CN(C2)C3,2,-8
Cc1c(-n2c(-c3ccccc3Cl)n[nH]c2=S)c(=O)n(-c2ccccc2)n1C,-1,8
CC(C)CN(CCCNC(=O)CN1C(=O)COc2ccc(S(=O)(=O)N3CCCC3)cc21)CC(C)C,-1,3
C[C@@H]1CN([C@@H](C)CO)C(=O)CCCn2nncc2CO[C@@H]1CN(C)C(=O)Nc1ccccc1,4,-5
Nc1cc(N)nc(SCC(=O)Nc2ccccc2N2CCOCC2)n1,3,10
Cc1cccc(/C=N\NC(=O)c2ccccc2-n2cccc2)c1,-1,-4
O=C(Cn1cnc2c(OCc3ccccc3)ncnc21)NCCc1c[nH]c2ccccc12,8,-4
Cc1occc1C(=O)NNC(=O)c1ccc(F)cc1,-9,14
O=C(C1CC12CCCC2)N1CCC(CO)(Cc2ccccc2Cl)CC1 (stereo unspecified),11,-11
COc1ccc(C2CC(c3ccccc3)=NN2C(=S)Nc2ccccc2)cc1 (stereo unspecified),3,8
CCCCN(C(=S)SC)C1CCS(=O)(=O)C1 (stereo unspecified),-6,-9
Cc1ccc(S(=O)(=O)N(C)C)cc1NC(=O)COC(=O)CSc1ccccc1,-7,1
COCCCNC(=O)c1ccc2sc(C3=C[C@@H](O)[C@@H](O)[C@@H](CO)O3)nc2c1,-11,16
CCCCCC(=O)N1C[C@H](O)[C@@H](n2cc(C3CC3)nn2)C[C@@H]1c1ccc(OC)cc1,11,4
O=C(Nc1ccc(Cl)cc1)Nc1ccc(N2CCOCC2)cc1,-51,5
CS(=O)(=O)Nc1ccc2c(c1)nc1n2CCOC1,4,-12
CCOc1ccccc1OCCCOc1ccc([N+](=O)[O-])cc1Cl,-5,-7
CC(=O)Nc1ccc(S(=O)(=O)N2CCN(CC(=O)NC3CCCC3)CC2)cc1,11,8
Brc1ccc(C2=Nn3c(nnc3-c3cccnc3)SC2)s1,8,7
CCOC(=O)C1CCCN(S(=O)(=O)Cc2ccccc2Cl)C1 (stereo unspecified),6,7
CCOC(=O)N1CCC(NC(=O)CN2C(=O)CCSc3ccccc32)CC1,-7,13
CC(C)n1c(/C=C/[C@@H](O)C[C@@H](O)CC(=O)O)c(-c2ccc(F)cc2)c2ccccc21,-5,2
O=[N+]([O-])c1ccc(CSCc2ccc([N+](=O)[O-])cc2)cc1,9,-4
O=C(N/N=C/c1ccc(OCc2ccccc2)cc1)c1ccco1,-6,0
CCN(CC(=O)Nc1c(F)cccc1F)C(=O)COc1ccc2c(C)cc(=O)oc2c1,9,3
COc1cc(C(CCN2CCCC(C)C2)c2c(OC)cc(OC)c3c(-c4ccccc4)cc(=O)oc23)cc(OC)c1OC (stereo unspecified),74*,5.2*
CN(CCCn1ccc(NC(=O)OCc2ccccc2)nc1=O)CCc1ccccn1,5,-7
COC(=O)CSc1nc2c(c(-c3ccco3)c1C#N)CCCC2,-1,-1
OCCN(Cc1ccccc1)CC(O)COc1ccc(-c2ccccc2)cc1 (stereo unspecified),-1,30
O=C1COc2ccc(C(=O)COC(=O)/C=C/c3ccc(Br)o3)cc2N1,-9,6
COc1ccc(CN(C(=O)COc2ccc(C)c(C)c2)C2CCS(=O)(=O)C2)cc1OC (stereo unspecified),9,6
OC1(Cc2cc(-c3ccccc3)no2)CCN(CCCc2ccccc2)CC1,13,-5
Cn1cccc1CC(=O)NNC(=S)NC(=O)c1ccccc1Br,13,-5
Cn1c(Cc2ccccc2)nnc1SCC(=O)Nc1ccccc1N1CCOCC1,-2,-6
CC1(c2ccccc2)NC(=O)N(CCN2C(=O)c3ccccc3C2=O)C1=O (stereo unspecified),13,2
CC1=NN(c2ccccc2)C(=O)C1N=Nc1ccc(N)cc1 (stereo unspecified),30,-26
COc1cccc(CC(=O)NC2CCCN(Cc3ccc(Cl)cc3)C2)c1 (stereo unspecified),-5,-2
COc1ccc2c(Cl)c(C(=O)NCCCn3ccnc3)sc2c1Cl,-7,2
COc1ccc(CCN2C(=O)CC(Cc3ccc(C)cc3)C2=O)cc1OC (stereo unspecified),15,-5
CCCn1c(=N)n(CC(=O)c2ccc([N+](=O)[O-])cc2)c2ccccc21,1,-6
O=C(NCc1ccccc1)c1ccc(F)c(S(=O)(=O)N2CCOCC2)c1,8,-10
CC(C)CC(C(=O)Nc1ccccc1)N1C(=O)C2C3C=CC(C3)C2C1=O (stereo unspecified),13,-8
CN(C)S(=O)(=O)c1cccc(NC(=S)N/N=C/c2ccc(O)c(O)c2O)c1,4,-5
COCCn1c(=S)[nH]c2cc(C(=O)NCc3ccccc3)ccc2c1=O,1,-11
COc1ccc(OC)c(N(CC(=O)NC2CC2)S(=O)(=O)c2ccc(C)cc2)c1,-18,5
CN(C)/C=C(/C(=O)c1ccc(Cl)c(Cl)c1)S(C)(=O)=O,-13,195
C=CCN1C(=O)c2ccc(C(=O)N(C)Cc3ccc(C)o3)cc2C1=O,-13,2
CC(OC(=O)C1=NNC(=O)CC1)C(=O)Nc1ncc(Cl)cc1Cl (stereo unspecified),0,3
CCOC(=O)C1CCCN(C(=O)c2ccc3c(c2)OCCO3)C1 (stereo unspecified),9,-4
Cc1ccc(NC(=O)CSCC(=O)Nc2ccccc2N2CCCCC2)cc1,-2,-13
Cc1nn(CCCC(=O)Nc2cccnc2Cl)c(C)c1[N+](=O)[O-],-12,4
O=C(CNS(=O)(=O)c1ccc(C(=O)N2CCOCC2)cc1)N1CCOCC1,0,-6
CCC1(c2ccccc2)C(=O)NCNC1=O,-3,0

# Single records, from the list above. Order of values: TAG inh	TAG inh DAPI viability
# `CN(C)/C=C(/C(=O)c1ccc(Cl)c(Cl)c1)S(C)(=O)=O` as listed: -13	195
# `COc1ccc(CCN2C(=O)CC(Cc3ccc(C)cc3)C2=O)cc1OC` (stereo unspecified) as listed: 15	-5
# `Cc1occc1C(=O)NNC(=O)c1ccc(F)cc1` as listed: -9	14

# Further entries:
compound,TAG inh,TAG inh DAPI viability
CCCN1C2CCCC1CC(NC(=S)Nc1cccc(C)c1)C2 (stereo unspecified),1,-2
C=CCOC(=O)C1=C(C)OC(N)=C(C#N)C1c1ccc(F)cc1 (stereo unspecified),-10,13
CC(C)(C)c1ccc(/C=N/N2CCN(c3ccccn3)CC2)cc1,6,9
CCn1c(SCC(=O)Nc2ccc(C)cc2)nc(O)cc1=O,8,-2
COc1ccc(Nc2nc3ccccc3nc2NS(=O)(=O)c2cccs2)c(OC)c1,-6,4
Cc1oc(-c2ccc(Cl)cc2)nc1CS(=O)CC(=O)NCCN1CCCC1 (stereo unspecified),13,2
COc1ccccc1N(C(=O)c1ccncc1)c1nc(-c2ccc([N+](=O)[O-])cc2)cs1,6,-6
CCC(C)NC(=O)Cc1cn(C)c2ccccc12 (stereo unspecified),12,-13
O=C(c1ccco1)N1CCC2CC1c1c(Cl)cccc12 (stereo unspecified),-2,0
COc1cccc(C=CC(=O)C=CC=Cc2ccccc2)c1,27,-1
CCn1nc(C)c(CNC(=O)CC2C(=O)NCCN2Cc2ccc(C)o2)c1C (stereo unspecified),2,-8
O=C(COc1ccccc1[N+](=O)[O-])OCC(=O)c1ccc(Br)s1,-1,5
CCOc1c(Br)cc(/C=C2/SC(=O)N(CC(=O)N3CCCC3)C2=O)cc1OC,-9,-2
COc1cccc(C=NNc2nc3ccccc3s2)c1OC,18,-2
C/C=C/Cn1c(SCCCc2ccccc2)nc2c1c(=O)[nH]c(=O)n2C,-11,0

# Part of the list above, set out differently.
COc1ccc(Nc2nc3ccccc3nc2NS(=O)(=O)c2cccs2)c(OC)c1
- TAG inh: -6
- TAG inh DAPI viability: 4

CCC(C)NC(=O)Cc1cn(C)c2ccccc12 (stereo unspecified)
- TAG inh: 12
- TAG inh DAPI viability: -13

COc1cccc(C=CC(=O)C=CC=Cc2ccccc2)c1
- TAG inh: 27
- TAG inh DAPI viability: -1

CCn1c(SCC(=O)Nc2ccc(C)cc2)nc(O)cc1=O
- TAG inh: 8
- TAG inh DAPI viability: -2

# Further results follow.
compound,TAG inh,TAG inh DAPI viability
COc1ccc(/C=C(/NC(=O)c2ccc([N+](=O)[O-])cc2)C(=O)NCCCN(C)C)cc1,-3,0
COc1ccccc1N1CCN(C(=O)C(C)N(c2ccc(C)cc2)S(C)(=O)=O)CC1 (stereo unspecified),-6,1
CCN(CC)CCCNC(=O)C1CCN(c2ncnc3c2sc2cccc(F)c23)CC1,7,6
Cc1[nH]c2ccccc2c1C1=CC(=O)C=CC1=O,6,-8
COc1cccc(C(O)c2nc(-c3cc(F)cc(F)c3)cs2)c1 (stereo unspecified),-15,-4
CCNC(=O)C1(C)CCN(C(=O)CCc2ccccc2)C1 (stereo unspecified),11,-3
COP(=O)(OC)C(Nc1ccc([N+](=O)[O-])cc1)c1ccccc1 (stereo unspecified),3,-5
COc1ccc(C(=O)O)cc1NS(=O)(=O)c1cccc2nsnc12,3,-3
Cn1c(N)c(C(=O)CSc2nnc(-c3ccccc3F)n2C2CC2)c(=O)n(C)c1=O,-9,1
Cc1ccc(-c2cc(C)nc3ncnn23)cc1,-21,11
CC1CC(C)CN(CCCNC(=O)c2ccc3nc(N4CCCCC4)sc3c2)C1 (stereo unspecified),-17,0
O=C(O)c1ccc(-n2c(-c3cc(-c4ccco4)[nH]n3)n[nH]c2=S)cc1,-30,11
OCC1(CC2CCCCO2)CCN(C/C=C/c2ccccc2)CC1 (stereo unspecified),20,-1
Cc1cccc(OCC(=O)Nc2ccc(C(=O)NCC(C)C)cc2)c1,-11,4
C=CCn1c(-c2sc3nc(C)cc(C)c3c2N)n[nH]c1=S,1,-6
COc1ccccc1-n1c(C)nc(=O)c(-c2ccccc2)c1C,-11,6
CC(=O)Nc1cccc(-c2csc(C(C)(NC(C)=O)c3ccccc3)n2)c1 (stereo unspecified),-9,-3
Cc1ccc(NC(=O)COC(=O)Cc2cccs2)c(Br)c1,6,1
COc1ccccc1CCC(=O)Nc1ccc(S(=O)(=O)Nc2ncccn2)cc1,-5,0
CC(NC(=O)Cc1ccc(S(=O)(=O)N2CCOCC2)s1)c1ccc(Br)cc1 (stereo unspecified),-2,-2
O=C(COC(=O)Cc1c[nH]c2ccccc12)Nc1ccc(Cl)cc1,-6,-4
O=C(N/C(=C\c1ccc(Cl)cc1)C(=O)N1CCOCC1)c1ccc([N+](=O)[O-])cc1,6,-3
C=CCOc1cccc(C2C(C(=O)c3cccs3)=C(O)C(=O)N2Cc2cccnc2)c1 (stereo unspecified),6,-4
O=C(Cc1ccccc1F)Nc1cccc(S(=O)(=O)N2CCOCC2)c1,3,-11
OCc1ccc(OCCCOc2cccc3cccnc23)cc1,-33,12
O=C(N/N=C/C1CCCCC1)c1ccccn1,-4,5
CN1C(=O)c2cccc3c(N(C)C)ccc(c23)C1=O,-1,11
Cc1ccc(C(C)C)c(OCc2nn(CC(=O)c3ccc(Cl)cc3)c3[n+]2CCCCC3)c1,136,-79
CCCN(CC(=O)Nc1ccc(Cl)cc1Cl)C(=O)CC(NC(C)=O)c1ccccc1 (stereo unspecified),8,-5
NNC(=O)CCCCCCCCCCOCCCCO,8,-7
C[C@@H]1CCCCO[C@H](CN(C)Cc2ccc(Cl)c(Cl)c2)[C@H](C)CN([C@@H](C)CO)C(=O)c2cc(NC(=O)Nc3ccc(F)cc3)ccc2O1,48,-4
CSc1ccc(CN2CCC(C)(Oc3ccccc3)C2)cc1 (stereo unspecified),-17,10
O=C(Nc1cc(Cl)ccc1N1CCOCC1)c1ccc(=O)[nH]c1,-9,4
CCC(C)C(=O)Nc1nc2c(s1)C(=O)CC(C)(C)C2 (stereo unspecified),9,-8
COc1ccc(-c2cc(C(=O)Nc3cc(C)nn3-c3ccccc3)no2)cc1,-4,11
CCOc1cc(C(=O)Nc2nnc(C)s2)cc(OCC)c1OCC,8,-15
Cc1ccc(S(=O)(=O)Nc2ccc3c(c2)C(=O)N([C@H](C)CO)C[C@H](C)[C@@H](CN(C)Cc2ccc(-c4ccccc4)cc2)O3)cc1,20,8
COC(=O)c1ccc(-c2csc(NC(=O)c3c(C)noc3C)n2)cc1,17,-4
CC(C)(C)CN1CCNC(=O)C1CC(=O)N1CCC(C(=O)N2CCOCC2)CC1 (stereo unspecified),-7,7
COc1ccc(-n2nnnc2-c2cnc(N3CCCC3)nc2C(F)(F)F)cc1,4,-2
COc1cc(C(=O)NCCCNc2nc3c(C)cc(C)cc3cc2C#N)cc(OC)c1OC,8,-3
C=CCn1c(-c2cnn(-c3ccccc3)c2N)n[nH]c1=S,7,-1
